# High-throughput results deposited in PubChem BioAssay by National Center for Advancing Translational Sciences (NCATS).
# 12-LOX inh: blocks human arachidonate 12S-lipoxygenase; P18054; purified 12hLO, xylenol orange hydroperoxide absorbance; Potency, µM (highest dose often 108 µM), for inactives: top-dose activity change, negative = inhibition, most hits filed as inhibitors; 580,000 compounds, 1.1% hits; AID 1671190; note: % is set by controls: 0 for no effect and ±100 for the full control effect
# Target sequence (P18054 whole entry, looked up): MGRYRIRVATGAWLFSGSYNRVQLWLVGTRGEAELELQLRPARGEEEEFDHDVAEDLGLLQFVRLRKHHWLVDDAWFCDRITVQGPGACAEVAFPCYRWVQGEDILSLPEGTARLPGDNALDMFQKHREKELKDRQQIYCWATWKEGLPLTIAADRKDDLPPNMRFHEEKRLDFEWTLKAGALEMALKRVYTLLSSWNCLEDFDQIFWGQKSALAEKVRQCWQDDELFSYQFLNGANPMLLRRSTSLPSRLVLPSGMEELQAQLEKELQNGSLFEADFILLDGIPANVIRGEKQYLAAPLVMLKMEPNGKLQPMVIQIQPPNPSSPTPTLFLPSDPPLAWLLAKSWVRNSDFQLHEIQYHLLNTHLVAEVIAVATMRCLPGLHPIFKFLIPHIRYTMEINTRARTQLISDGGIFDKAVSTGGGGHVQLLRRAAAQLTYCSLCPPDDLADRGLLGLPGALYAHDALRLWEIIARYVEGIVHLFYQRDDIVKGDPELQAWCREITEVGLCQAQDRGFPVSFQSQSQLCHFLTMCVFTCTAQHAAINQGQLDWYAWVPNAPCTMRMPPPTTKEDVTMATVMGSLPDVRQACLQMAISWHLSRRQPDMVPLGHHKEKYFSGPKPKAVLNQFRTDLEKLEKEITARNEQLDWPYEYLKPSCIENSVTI
#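 Purified human 12hLO at 150 nM in 25 mM Hepes, 0.01% Triton X-100, pH 7.0, preincubated 15 min at room temperature with compound. Reaction started with 40 uM arachidonic acid, 30 min at room temperature. Hydroperoxide measured by Fe-xylenol orange, 573/405 nm absorbance ratio.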
# HP1b binding inh: blocks HP1-beta chromodomain binding to methylated histone tails. Potency, µM (doses to about 114 µM), without a hit: at the highest dose activity change, negative = inhibition, most hits filed as inhibitors. 390,000 compounds, 0.56% hits. P83916. AID 540317. AlphaScreen HP1-beta / biotin-H3K9me3 peptide binding; note: nearly all actives have a fitted effect of over 70% in size; inactives centre near 23
#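 AlphaScreen: HP1-beta (50 nM) preformed 30 min with biotin-H3(1-18)K9me3 peptide (50 nM) in PBS pH 7.4, 0.01% Tween-20. Compound added for 30 min at RT, then streptavidin donor/nickel chelate acceptor beads (10 ug/mL) for 30 min.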
# TrxR1 inh: blocks rat thioredoxin reductase 1 | 390,000 compounds, 1% hits | Potency, µM (titrated, usually from 114 µM), without a hit: top-dose activity change, negative = inhibition, most hits filed as inhibitors | AID 588453 | recombinant rTrxR1, NADPH fluorescence consumption, selenite substrate; note: % is set by controls: 0 for no effect and ±100 for the full control effect; nearly all actives have a fitted effect of over 65% in size
#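 Rat TrxR1 (90 nM in the dispensed reagent) was pre-reduced with 400 uM NADPH for 5 min at room temperature, then incubated with compound for 15 min. After 400 uM selenite was added, NADPH fluorescence (Ex 340/Em 450 nm) was followed for 8 min.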
# GLS inh: glutaminase GLS (human) inhibition | GLS enzymatic activity, qHTS titration | Potency, µM (series often up to 45.5 µM), for the others: at the top dose activity change, negative = inhibition, most hits filed as inhibitors | 410,000 compounds, 0.21% hits; note: % is set by controls: 0 for no effect and ±100 for the full control effect
#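 Coupled fluorescence readout: glutamate oxidase/HRP/Amplex Red detect glutamate formed by hKGA from L-glutamine (1 mM solution added). Buffer 45 mM KH2PO4 pH 8.2, 0.02% Tween-20; reads at t0 and 30 min RT.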
# JMJD2A Tudor: blocks the human JMJD2A Tudor domain | O75164 | AlphaScreen JMJD2A-Tudor / H3K4me3 peptide binding | Potency, µM (series often up to 114 µM), inactives show top-dose activity change, negative = inhibition, hits mostly inhibitors | 390,000 compounds, 4.4% hits | AID 504339; note: % is set by controls: 0 for no effect and ±100 for the full control effect; nearly all actives have a fitted effect of over 50% in size
# ERG-DNA inh: ERG Ets/DNA interaction inhibition. fluorescence polarization, His-ERG Ets domain / labelled DNA. Potency, µM (series often up to 76.9 µM), without a hit: at the top dose FP activity, negative = inhibition, hits mostly inhibitors. 370,000 compounds, 0.028% hits. AID 624246; active = well fitted inhibition curve with a large enough effect in the polarisation, with a control signal flat; inconclusive = small, poorly fitted or top-dose-only effect, or effect the other way, or a change in a side signal; inactive = no such curve, though single readings can be large or run the other way; the % refers to the polarisation;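 note: polarization taken with two DNA probes labelled with fluorescein and Texas red; % of control where 0% means no effect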
#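 His-tagged ERG Ets domain (1 uM in the protein solution; 300mM KCl, 50mM Tris-HCl, 1mM EDTA, 1mM DTT, pH 7.5) received compound, then a probe mix of 5 nM fluorescein-DNA and 100nM Texas-615-DNA. Fluorescence polarization was read for both dyes.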
# PGK inhibitor: inhibitors of T. brucei phosphoglycerate kinase. P07378. PGK/GAPDH coupled, Kinase-Glo luminescence, 60 min. Potency, µM (series often up to 57.5 µM), for inactives: at the highest dose activity change, negative = inhibition, hits mostly inhibitors. 380,000 compounds, 0.043% hits; note: % is set by controls: 0 for no effect and ±100 for the full control effect; nearly all actives have a fitted effect of over 60% in size
# Target sequence (P07378 whole entry, looked up): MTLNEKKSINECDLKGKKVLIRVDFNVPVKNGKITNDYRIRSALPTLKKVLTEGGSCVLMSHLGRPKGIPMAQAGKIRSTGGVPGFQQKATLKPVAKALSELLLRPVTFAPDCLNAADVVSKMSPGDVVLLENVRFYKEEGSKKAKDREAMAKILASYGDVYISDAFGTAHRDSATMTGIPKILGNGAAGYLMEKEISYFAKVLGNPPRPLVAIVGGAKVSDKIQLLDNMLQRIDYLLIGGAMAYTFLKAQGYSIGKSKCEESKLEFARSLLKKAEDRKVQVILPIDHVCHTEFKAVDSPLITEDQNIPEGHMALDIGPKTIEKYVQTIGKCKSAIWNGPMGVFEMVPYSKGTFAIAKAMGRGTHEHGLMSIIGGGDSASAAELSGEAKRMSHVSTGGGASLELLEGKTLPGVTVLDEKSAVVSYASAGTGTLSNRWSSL
#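 Recombinant glycosomal PGK reaction used 1,3-bisphosphoglycerate generated in-well by GAPDH (100nM final) in 100mM TEA pH 7.6, 5mM MgCl2, 0.01% Tween-20. After 60 minutes at room temperature, ATP was read by Kinase-Glo Plus luminescence end-point.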
# Pin1 inhibitor: human Pin1 inhibition. Potency, µM (titrated, usually from 115 µM), for the others: at the highest dose activity, negative = inhibition, hits mostly inhibitors. 390,000 compounds, 0.009% hits. Pin1 FP peptide displacement, HiFluor488, 10 min; active = well fitted inhibition curve with a large enough effect in the polarisation, with a control signal flat, not every such curve was filed as active; inconclusive = small, poorly fitted or top-dose-only effect, or effect the other way, or a change in a side signal; inactive = no such curve, though single readings can be large or run the other way; the % refers to the polarisation; note: % is set by controls: 0 for no effect and ±100 for the full control effect
# RGS4 inhibitor: inhibitors of human regulator of G protein signaling 4; 390,000 compounds, 0.039% hits; Transcreener GDP fluorescence polarization, RGS4-accelerated GTP hydrolysis; P49798; Potency, µM (doses to about 114 µM), without a hit: at the highest dose activity change, negative = inhibition, usual class: inhibitors; note: % is set by controls: 0 for no effect and ±100 for the full control effect; nearly all actives have a fitted effect of over 75% in size; some results filed as inactive show a strong effect at the top dose
#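 MLSMR compounds (23 nl, pin-transferred) preincubated 10 min at room temperature with a 500nM (2x) first reagent, then RGS4 at 900nM (2x) plus Transcreener GDP mix added; fluorescence polarization (620/688 nm) read before and after 90 min at 30 °C.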
# Starred values were filed as active, the others as inactive; i = inactive; ? = inconclusive; . = no result given; & = joins results of further samples; [ ] = dose if it differs, or a comment. Unless noted, calls come from the whole dose curve; as a rule, active = well fitted curve in the direction sought with a large enough effect; inconclusive = small, poorly fitted or top-dose-only effect, or another doubt; inactive = no such curve, though single readings can be large; an effect the other way counts as inactive or inconclusive. Potency is the fitted concentration of half-maximal effect.
SMILES,12-LOX inh,HP1b binding inh,TrxR1 inh,GLS inh,JMJD2A Tudor,ERG-DNA inh,PGK inhibitor,Pin1 inhibitor,RGS4 inhibitor
CN(C(=O)c1cc([N+](=O)[O-])ccc1N1CCCC1)C1CCCCC1,38.7%[activator],16.2%,4.3%,7.3%,-22.1%,1.0%,-5.7%,1.1%,30.4%
CC(C)(C)c1ccc(NC(=O)Cn2cnc3cc([N+](=O)[O-])ccc3c2=O)cc1,-3.2%,37.9%,12.0%[57.1 µM],0.0%,-11.2%,10.2%,8.8%,2.7%,-14.4%
O=C(Cc1n[nH]c(=O)c2ccccc12)OCC(=O)c1ccccc1Cl,3.9%,31.0%,-11.7%,-14.9%,-16.4%,-11.4%,-5.7%,-4.5%,19.8%
O=C(COC(=O)CCc1nc2ccccc2c(=O)[nH]1)Nc1ccc(OC(F)(F)F)cc1,-18.4%,52.3%[activator],22.2%,-0.7%,-7.9%,2.8%,-5.7%,-6.1%,-0.2%
Cc1nc(SCc2nc3ccccc3[nH]2)c2oc3cc(Br)ccc3c2n1,-4.6%,28.9%,7.5%[57.1 µM],-0.5%,-25.5%,.,2.4%,?,-16.2%
CC1CCN(Cc2nnnn2CCCC(=O)NCC(C)(C)N2CCOCC2)CC1,-10.8%,31.0%,9.4%,-2.3%,4.9%,13.5%,-5.0%,-5.0%,1.6%
Cc1cnc(C(=O)NCc2ccc(F)cc2)cn1,12.4%,15.6%,17.2%,1.8%,-6.0%,3.5%,-2.8%,-3.3%,19.0%
S=C(Nc1ccccc1)Nc1ccccc1Br,-23.5%,11.3%,?,-0.2%,-10.7%,-4.2%,-3.5%,-2.4%,-15.6%
CN(C)c1cc[n+](CC(=O)N2CCCc3ccccc32)cc1,?,49.8%[activator],-0.7%[57.1 µM],-1.0%,0.0%,-0.7%,1.5%,4.8%,-24.7%
COc1cccc(NC2=CC(c3ccc(C(C)C)cc3)N(c3cccc(OC)c3)C2=O)c1 (centres undefined),8.3%,-13.4%,-2.3%,14.2%,-33.6%,2.6%,i,17.2%,-11.8%
CCc1cccc(NC(=O)c2ccc(Cn3nc(C)cc3C)o2)c1,-25.3%,20.2%,-9.9%,-1.9%,-11.0%,.,-0.7%,5.2%,-10.5%
C[C@H]([C@@H](N)C(=O)N[C@@H](C(=O)O)[C@@H]1O[C@H](n2ccc(=O)[nH]c2=O)[C@@H](O)[C@H]1O)[C@@H](O)c1ccc(O)cn1,11.5%,25.8%,16.2%,44.6%[activator],-26.6%,-6.3%,-2.4%,-19.6%,-3.2%
Cc1ccccc1C(=O)Nc1cccc(C(=O)OCc2cc(=O)n3c4c(sc3n2)CCCC4)c1,?,23.5%,-5.7%[57.1 µM],-12.4%,6.6%,1.2%,-9.3%,-1.9%,-18.5%
CCN(C(=O)c1sc2nc3n(c(=O)c2c1C)CCCC3)c1ccccc1F,-7.4%,78.5%[activator],11.7%,2.2%,-26.0%,0.2%,-8.2%,?,1.3%
COc1cc(C(=O)NCCc2csc3nc(-c4ccccc4C)nn23)cc(OC)c1OC,-9.6%,15.2%[57 µM],-6.1%[57.1 µM],-6.3%,-19.2%,-0.9%,i,-13.3%,5.7%
COc1ccc(CNS(=O)(=O)c2ccccc2Br)cc1,.,32.5%,3.3%,.,-2.1%,.,.,1.2%,-2.2%
O=C(O)CC1S/C(=N\N=C2\C(=O)Nc3ccccc32)N(c2ccc(O)cc2)C1=O (centres undefined),0.0%,27.4%,-3.5%,-8.5%,-11.2%,11.7%,-4.9%,-3.4%,-8.4%
CCOC(=O)N1CCN(C(=O)CSc2ncnc3sccc23)CC1,7.1%,23.5%,-0.6%,-13.7%,5.4%,1.1%,-4.5%,7.9%,-17.0%
CCOc1ccc(N(C)S(=O)(=O)c2cc(-c3cnc(C)o3)ccc2OC)cc1,-21.1%,-11.6%,-6.6%[57.1 µM],-9.4%,?,-1.5%,2.2%,?,9.7%
CC#CC(=O)N1CCC(Oc2cccc(C(=O)NCc3ccccn3)c2)CC1,0.7%,33.7%,3.1%,-2.3%,-2.9%,2.3%,4.8%,4.0%,-17.2%
COc1cccc2c1Oc1ncccc1N(C(=O)CCC(=O)NC(C)C)C2,1.4%,29.1%,11.5%,0.6%,1.3%,-3.7%,4.3%,-3.3%,24.5%
COc1cc(OC)cc(C(=O)N2CCN(C(=O)COc3ccc(C)cc3)CC2)c1,-19.9%,3.4%,32.9%,-8.7%,-21.8%,4.6%,-2.4%,?,2.5%
COc1ccc(Cc2nc(C(=O)NCc3ccccc3OC)cs2)cc1,39.2%[activator],63.6%[activator],3.9%[57.1 µM],-2.7%,29.6%,-8.6%,-8.8%,-3.9%,-17.7%
COC(=O)c1c(C(=O)OC)c(C)n(Cc2ccco2)c1C,?,-8.1%,-9.3%,15.2%,-13.9%,5.1%,-2.5%,-1.8%,23.3%
CC(C)(C)CC(C)(C)NC(=O)Nc1cccc([N+](=O)[O-])c1,-23.6%,32.4%,3.5%,0.0%,-25.3%,4.6%,-8.1%,?,-3.7%

# (continued)
SMILES,12-LOX inh,HP1b binding inh,TrxR1 inh,GLS inh,JMJD2A Tudor,ERG-DNA inh,PGK inhibitor,Pin1 inhibitor,RGS4 inhibitor
Cc1ccccc1OCc1nc(-c2ccc(NC(=O)c3ccco3)cc2)no1,8.9%,10.5%,22.6%[57.1 µM],2.9%,-12.6%,-7.4%,2.3%,21.0%,-2.3%
COc1ccc(S(=O)(=O)N2CCCCC2)cc1NC(=O)c1cccnc1SC,16.4%,33.0%,5.2%,-0.4%,-25.3%,-17.2%,-1.2%,0.6%,0.4%
COc1cccc(C2c3cc4c(cc3OC(N3CCOCC3)C2C)OCO4)c1O (centres undefined),31.6µM*,?,2.4%,7.8%,39.8µM*,.,i,65.7%[activator],-2.3%
c1ccc2c(-c3nc(-c4ccncc4)no3)cccc2c1,-14.3%,127.7%[activator],82.1%[activator],-1.9%,7.6%,-2.5%,0.4%,12.5%,7.5%
O=C(NCCc1c[nH]c2ccccc12)C(=O)NCC1OCCN1S(=O)(=O)c1ccc(Cl)cc1 (centres undefined),15.8%,12.2%,14.6%[57.1 µM],5.3%,-24.6%,-2.4%,-1.4%,11.7%,-1.2%
CCc1ccc(Nc2nc(N)nc(CSc3nc4ccccc4s3)n2)cc1,?,5.2%&19.9%,5.0%&-8.6%,-7.0%&3.4%,-31.6%&-13.7%,4.7%&-6.3%,0.2%&-8.4%,2.9%&3.0%,-4.7%&-16.7%
O=C(NCc1cccs1)c1ccc(Cl)c(S(=O)(=O)N2CCCC2)c1,5.9%,26.2%,19.9%,1.4%,-13.0%,6.3%,-4.7%,4.6%,6.6%
Cc1cc(C)n(-c2nc3c(c(=O)[nH]c(=O)n3C)n2CCc2ccccc2)n1,0.0%,0.8%,-2.6%[57.1 µM],-13.0%,28.8%[11.4 µM],13.1%,-2.8%,7.8%,-0.2%[11.4 µM]
O=C(NCc1cccc(F)c1F)C1CCC(=O)N(C2CC2)C1 (centres undefined),0.0%,18.9%,37.8%,9.4%,-15.4%,-0.3%,-0.7%,-16.2%,0.7%
Cc1cccc(-c2nnn3c2nc(NCCc2ccc(S(N)(=O)=O)cc2)c2ccccc23)c1,?,27.4%&30.1%,33.2%&2.6%,3.3%&6.7%,-18.2%&-16.8%,1.5%&4.2%,-7.8%&0.7%,-1.7%&21.7%,2.5%&-32.9%
COc1ccc(CN2CCC(N3CCC(C(=O)N4CCOCC4)CC3)CC2)c(F)c1,5.0%,28.9%,21.2%[57.1 µM],-11.6%,-8.3%[11.4 µM],-1.4%,-8.7%,4.4%,-18.4%
CCn1cc(C(=O)NC(C)CCc2ccccc2)c(=O)c2cc(S(=O)(=O)N(C)C)ccc21 (centres undefined),0.0%,28.3%,28.9%,-4.5%,-15.5%,4.5%,-0.7%,-10.0%,-25.8%
Cc1ccc(NC(=O)Cn2c(=O)n(Cc3ccco3)c(=O)c3oc4ccccc4c32)cc1C,-9.2%,39.6%[activator],-4.8%,1.2%,-4.4%,-1.8%,i,0.7%,-29.2%
CC(C)c1ccc(NC(=O)CSc2ncnc3c2sc2ccccc23)cc1,-3.4%,33.4%,-9.9%[57.1 µM],-3.8%,-5.2%,5.8%,-6.8%,0.7%,-5.7%
CCOC(=O)Cc1csc(NC(=O)CSc2nnnn2-c2ccc(CC)cc2)n1,-2.6%,23.4%,26.8%[57.1 µM],14.9%,-15.6%,-8.0%,1.0%,4.0%,7.5%
CCn1c(SCc2ccccc2)nnc1-c1cccs1,-3.3%,62.0%[activator],-6.6%,0.6%,-13.9%,3.4%,-8.9%,?,0.5%
Cc1ccc(C(=O)Cc2ccccc2)o1,-22.7%,39.3%[activator],-31.1%,-5.6%,-14.6%,-7.4%,-9.5%,-0.3%,-23.7%
CCOc1ccc(N2C(=O)CS/C2=C(\C(Cl)=C(Cl)Cl)[N+](=O)[O-])cc1,.,-65.4%,?,19.2%,5.01µM*,.,-4.1%,-9.5%,?
COc1ccc(C23NCCN2C(=O)c2ccccc23)cc1 (centres undefined),17.7%,3.0%,-7.7%[57.1 µM],0.6%,-8.4%,-2.1%,-3.7%,-4.3%,6.0%
O=C(N1CCOCC1)n1nnc2ccccc21,-18.6%,6.6%,-7.3%,-10.6%,-20.3%,-16.3%,1.0%,-1.3%,-19.7%

# These rows are one share of the data. The share of hits here may be higher or lower than overall.
